CDK5 inh: inhibitors of human CDK5/p35 kinase, primary screen, biochemical, single concentration; AID 488839, 2010; Cyclin-dependent kinase 5 (Homo sapiens) + Cyclin-dependent kinase 5 activator 1 (Homo …; Recombinant CDK5/p35, ADP-Glo luminescence, 60 min; 330,000 tested, 0.01% active; inhibition, % at 10 µM;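 active means highest replicate inhibition of at least 50% and at least 75% of replicates reaching 50%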;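 further: plate controls were DMSO neutral control for no effect and GW8510 at 10 µM for full effect; many of its hits are not listed in these tables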
V-ATPase pH: regulators of yeast V-ATPase proton pumping, primary screen, pHLuorin cytosolic pH fluorescence; S. cerevisiae; response, % at 10 µM; 350,000 tested, 0.37% active; AID 504577, 2011; in the data active means response mostly above about 7.3%, no sharp cut-off; inactive means mostly below about 5.4%; further: actives read high; inactives centre near 0; some compounds called inactive have numbers as strong as hits
CAL PDZ FP-1: untagged CAL PDZ binding inhibitors, primary screen, biochemical, fluorescence polarization, HTS; Golgi-associated PDZ and coiled-coil motif-containing protein (Homo sapiens), Q9HD26; purified CAL PDZ, TMR-peptide fluorescence polarization, 1 h; inhibition, % at 24.9 µM; 300,000 tested, 0.92% active; AID 602252, 2012;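 active means mean inhibition of at least 30% with at least half of replicates also reaching 30%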;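 further: 0% = DMSO neutral control and 100% = excess unlabeled competitor peptide PRC23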
CAL PDZ FP-2: CAL PDZ peptide-binding inhibitors, primary screen, biochemical, fluorescence polarization, Cer-tagged CAL PDZ, HTS | purified CAL PDZ, TMR-peptide fluorescence polarization, 1 h | AID 504414, 2011 | 330,000 tested, 0.02% active | inhibition, % at 20 µM;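 active means highest replicate inhibition of at least 40%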;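 further: plate controls were DMSO neutral control wells for no effect and unlabeled competitor peptide control wells for full effect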
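Material: tagged CAL PDZ protein CerCALP, purified; buffer or medium: sodium phosphate/NaCl buffer pH 7.4 with TCEP, IgG, Thesit; also added: fluorescent TMR peptide probe; schedule: 1 h incubation at room temperature before polarization reading; technique: fluorescence polarization from S- and P-plane intensities, G-factor corrected; control set: unlabelled peptide and DMSO controls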
MITF act: activators of MITF-driven TRPM1 promoter reporter, primary screen, cell-based, SK-MEL-5, luciferase, single point; SK-MEL-5 TRPM1-promoter luciferase, 24 h; % of positive control, neutral wells = 0; activation, % at 12.5 µM; 300,000 tested, 0.75% active;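 active means mean activation of at least 80% with every replicate also reaching 80%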;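 further: 0% = neutral control wells and 100% = parthenolide positive control wells; values of inactives mirror those of a sister screen read the other way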
Rtt109 HAT inh: inhibitors of C. albicans Rtt109/Vps75 HAT, primary screen, biochemical, ThioGlo CoA-SH fluorescence, plate reader; Histone acetyltransferase RTT109 (Candida albicans (strain SC5314 / ATCC MYA-2876)), …; purified Rtt109/Vps75, 4 h; inhibition, % at 34.9 µM; 330,000 tested, 0.16% active; AID 540336, 2011;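 active means inhibition of at least 50% in every replicate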
Target sequence (Q5AAJ8 whole entry, looked up): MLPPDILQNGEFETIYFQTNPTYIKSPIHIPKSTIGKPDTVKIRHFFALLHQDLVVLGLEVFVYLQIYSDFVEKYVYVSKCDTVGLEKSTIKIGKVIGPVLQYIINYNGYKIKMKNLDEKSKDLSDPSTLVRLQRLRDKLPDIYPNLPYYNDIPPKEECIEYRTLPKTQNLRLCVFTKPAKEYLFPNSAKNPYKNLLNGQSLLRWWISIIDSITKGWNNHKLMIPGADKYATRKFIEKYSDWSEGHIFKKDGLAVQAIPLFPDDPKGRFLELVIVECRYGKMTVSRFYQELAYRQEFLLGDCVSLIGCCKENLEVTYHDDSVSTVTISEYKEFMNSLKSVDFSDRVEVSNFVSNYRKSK
Tat export inh: E. coli Tat export inhibitors, primary screen, MC4100, TorA-mCherry reporter, fluorescence, single point; inhibition, % at 10 µM; 340,000 tested, 0.036% active; AID 488895, 2010;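 active means mean replicate inhibition at least 50% and at least half of replicates individually reaching 50%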;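 further: exported cargo escapes ClpAP degradation while cytoplasmic cargo is degraded and loses fluorescence; 0% = median of neutral control wells and 100% = median of NaSCN control wells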
dFosB act: activators of delta FosB homodimer, primary screen, biochemical, fluorescence polarization, TAMRA-CDK5 oligo, single point | AID 493131, 2011 | purified delta FosB; percent of positive-control signal above neutral wells | Protein FosB (Mus musculus), P13346 | 340,000 tested, 0.99% active | activation, % at 25 µM;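 active means mean activation above about 17%, with every replicate also reaching it, limit read from the data, passing the limit was not always enough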;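 further: fluorescence polarization rise as delta FosB binds a TAMRA Cdk5 AP-1 oligo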
Target sequence (P13346 whole entry, looked up): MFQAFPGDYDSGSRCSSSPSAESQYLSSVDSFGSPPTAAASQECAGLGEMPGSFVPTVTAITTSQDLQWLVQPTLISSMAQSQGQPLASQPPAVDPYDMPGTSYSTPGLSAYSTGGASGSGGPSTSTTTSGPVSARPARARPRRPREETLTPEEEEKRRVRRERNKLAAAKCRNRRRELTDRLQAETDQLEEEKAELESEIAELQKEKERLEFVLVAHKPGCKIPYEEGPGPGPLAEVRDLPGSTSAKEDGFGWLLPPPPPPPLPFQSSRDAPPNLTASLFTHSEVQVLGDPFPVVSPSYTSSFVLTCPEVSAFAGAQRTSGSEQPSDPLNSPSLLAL
Wnt bcat act: Wnt/beta-catenin pathway activators, primary screen, cell-based, plate reader, single point; 300,000 tested, 1.2% active; Wnt/beta-catenin reporter cell assay, activator; activation, % at 9.35 µM; in the data active means activation above about 30%, passing the limit was not always enough;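 further: 0% = neutral control wells and 100% = positive control wells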
cardiac RTF act: cardiac RTF calcium sensitivity activators, primary screen, biochemical, IANBD-TnC fluorescence, EC20 calcium; IANBD-labeled TnC RTF fluorescence at EC20 calcium; 0% EC20 calcium, 100% full calcium; activation, % at 7.2 µM; 340,000 tested, 0.24% active; AID 493008, 2010;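 active means activation above the mean over all tested compounds plus 3 SD, cut at about 30% in these data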;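 further: rise in fluorescence read as greater calcium sensitivity of cardiac thin filaments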
* hit, by the source's call. Outcome played no part in choosing rows (roughly 4.1% active in at least one column).

How did CCCc1cc(=O)[nH]c2nnc(SCC(=O)Nc3ccc(C(C)=O)cc3)n12 do in these assays?
CDK5 inh: -2.0; V-ATPase pH: 0.8; CAL PDZ FP-1: 2.7; CAL PDZ FP-2: -1.7; MITF act: -1.0; Rtt109 HAT inh: 3.3; Tat export inh: -6.1; dFosB act: -4.5; Wnt bcat act: -5.9; cardiac RTF act: 1.3

What do the screens show for `COc1cc2cc(C(=O)N(C)Cc3ccccc3)[nH]c2cc1OC`?
CDK5 inh: -0.2; V-ATPase pH: -6.8; CAL PDZ FP-1: 10.8; CAL PDZ FP-2: -0.2; MITF act: 14.3; Rtt109 HAT inh: 0.1; Tat export inh: 1.2; dFosB act: 2.8; Wnt bcat act: -1.7; cardiac RTF act: -4.0

Results for Cc1ccc(S(=O)(=O)N(C)CCCC(=O)Nc2ccc(C)cc2C)cc1 ?
CDK5 inh: 2.4; V-ATPase pH: 3.2; CAL PDZ FP-1: -3.8; CAL PDZ FP-2: -2.4; MITF act: -18.2; Rtt109 HAT inh: -12.3; Tat export inh: 8.6; dFosB act: -3.4; Wnt bcat act: -2.1; cardiac RTF act: -4.2

How did N#C/C(=C\c1ccco1)C(=O)NCc1ccccc1 do in these assays?
CDK5 inh: 0.1; V-ATPase pH: 3.1; CAL PDZ FP-1: -0.8; CAL PDZ FP-2: -1.8; MITF act: 3.3; Tat export inh: 3.2; dFosB act: 2.1; cardiac RTF act: -4.5

Results for O=C(COC(=O)c1ccccc1Br)NCCc1ccc(F)cc1 ?
CDK5 inh: -2.8; V-ATPase pH: 2.4; CAL PDZ FP-1: -5.5; CAL PDZ FP-2: 0.6; MITF act: -4.6; Rtt109 HAT inh: -1.1; Tat export inh: -6.8; dFosB act: -5.7; Wnt bcat act: 1.7; cardiac RTF act: 14.7

How did O=C(c1ccc(Br)cc1)N(C1=NCCCCS1)c1ccccc1 do in these assays?
CDK5 inh: 1.2; V-ATPase pH: -0.1; CAL PDZ FP-1: -3.8; CAL PDZ FP-2: -1.4; MITF act: -4.8; Rtt109 HAT inh: -13.2; Tat export inh: -1.5; dFosB act: -3.0; cardiac RTF act: -1.6

What do the screens show for `COc1ccc(NC(=O)N2CCC(NC(=O)c3ccco3)CC2)cc1`?
CDK5 inh: 0.1; V-ATPase pH: -1.8; CAL PDZ FP-1: 2.2; CAL PDZ FP-2: -1.5; Rtt109 HAT inh: 0.3; Tat export inh: -5.9; dFosB act: -2.3; Wnt bcat act: 0.0; cardiac RTF act: -3.2

How did CCCCNC(=O)c1c(CSc2ccc(Cl)cc2)noc1C(=O)NCCC do in these assays?
CDK5 inh: 0.2; V-ATPase pH: -0.8; CAL PDZ FP-1: 2.2; CAL PDZ FP-2: -0.7; MITF act: 5.1; Rtt109 HAT inh: -1.3; Tat export inh: 11.0; dFosB act: 0.4; Wnt bcat act: -3.7; cardiac RTF act: 6.5

How did C=CCn1c(=N)n(CC(=O)c2ccc(Cl)cc2)c2ccccc21 do in these assays?
CDK5 inh: 0.8; V-ATPase pH: -1.2; CAL PDZ FP-1: -5.2; CAL PDZ FP-2: -0.8; Rtt109 HAT inh: -5.1; Tat export inh: -9.4; dFosB act: -8.2; Wnt bcat act: 6.9; cardiac RTF act: 2.1

What do the screens show for `O=C(Cc1coc2cc(O)ccc12)NNC(=O)c1ccc(Br)s1`?
CDK5 inh: 0.7; V-ATPase pH: -3.5; CAL PDZ FP-1: 0.5; CAL PDZ FP-2: 0.7; MITF act: -14.2; Rtt109 HAT inh: 4.3; Tat export inh: 4.7; dFosB act: -2.7; Wnt bcat act: 2.6; cardiac RTF act: -1.1

Results for CN(C)c1ccc(NC(=O)/C=C/c2c(Cl)cccc2Cl)cc1 ?
CDK5 inh: 1.2; V-ATPase pH: 4.5; CAL PDZ FP-1: -0.9; CAL PDZ FP-2: 0.1; MITF act: 16.5; Rtt109 HAT inh: -2.1; Tat export inh: -7.7; dFosB act: 5.0; Wnt bcat act: 8.9; cardiac RTF act: -3.5

Results for CC(C)CCNC(=O)CN(CC1CCCO1)C(=O)CCC(=O)Nc1ccccn1 (stereo not given) ?
CDK5 inh: 0.7; V-ATPase pH: 8.2; CAL PDZ FP-2: 0.7; MITF act: 0.9; Rtt109 HAT inh: -2.7; Tat export inh: -9.4; dFosB act: 3.8; cardiac RTF act: 0.6

How did Cc1ccc(/C=C/C(=O)Nc2ncc(C)s2)o1 do in these assays?
CDK5 inh: 2.0; V-ATPase pH: -7.1; CAL PDZ FP-1: -1.6; CAL PDZ FP-2: -0.2; MITF act: 100.6*; Rtt109 HAT inh: 1.8; Tat export inh: -4.4; dFosB act: 1.9; Wnt bcat act: -1.2; cardiac RTF act: 2.3

Results for CCc1ccc(NC(=O)CSc2nnc(CNC(=O)c3ccco3)o2)cc1 ?
CDK5 inh: -2.5; V-ATPase pH: -0.5; CAL PDZ FP-1: -3.6; CAL PDZ FP-2: -2.9; MITF act: -11.5; Rtt109 HAT inh: -15.5; Tat export inh: 0.9; dFosB act: 1.3; Wnt bcat act: -0.1; cardiac RTF act: -3.7

Results for CSc1ncccc1C(=O)NCCc1ccc(Cl)cc1 ?
CDK5 inh: 2.9; V-ATPase pH: 3.6; CAL PDZ FP-1: 0.8; MITF act: 6.4; Rtt109 HAT inh: 1.6; Tat export inh: -12.2; dFosB act: -1.9; Wnt bcat act: -1.4; cardiac RTF act: 2.2

How did CN1C(=O)/C(=C/c2ccccc2Cl)Sc2ccc(C(=O)N3CCCC3)cc21 do in these assays?
CDK5 inh: 0.3; V-ATPase pH: -0.3; CAL PDZ FP-1: -1.0; CAL PDZ FP-2: -2.6; MITF act: -31.3; Rtt109 HAT inh: 7.9; Tat export inh: 6.1; dFosB act: -4.0; Wnt bcat act: 0.4; cardiac RTF act: -2.0

What do the screens show for `Cc1ccc(S(=O)(=O)Nc2cc(=O)[nH]c3c2CCC3)cc1`?
CDK5 inh: 2.5; V-ATPase pH: -1.1; CAL PDZ FP-1: -1.3; CAL PDZ FP-2: -0.2; Rtt109 HAT inh: 10.2; Tat export inh: -12.3; dFosB act: 7.0; Wnt bcat act: 0.7; cardiac RTF act: 1.3

What do the screens show for `Cc1ccc(OCC(=O)NCc2ccco2)cc1C`?
CDK5 inh: -1.5; V-ATPase pH: -2.7; CAL PDZ FP-1: -2.2; CAL PDZ FP-2: -2.7; MITF act: 2.9; Tat export inh: -2.8; dFosB act: -1.5; cardiac RTF act: 0.9

What do the screens show for `COc1ccc(-n2nnnc2SCC(=O)N2C(C)CCCC2C)c(OC)c1` (stereo not given)?
CDK5 inh: 0.1; V-ATPase pH: -1.7; CAL PDZ FP-1: -1.8; CAL PDZ FP-2: -1.8; MITF act: -5.7; Tat export inh: -5.7; dFosB act: -4.1; Wnt bcat act: -8.0; cardiac RTF act: 6.6

What do the screens show for `CCN1C(=O)N[C@@H](c2cccc(C(F)(F)F)c2)[C@H](C(C)=O)[C@H]1C`?
CDK5 inh: 2.1; V-ATPase pH: -3.7; CAL PDZ FP-1: -4.2; CAL PDZ FP-2: 0.2; MITF act: 21.5; Rtt109 HAT inh: 0.8; Tat export inh: 1.7; dFosB act: 2.1; Wnt bcat act: -0.9; cardiac RTF act: -6.9

Results for CCOC(=O)/C(=N\Nc1ncnc2ccccc12)c1ccc(C)cc1 ?
CDK5 inh: 0.4; V-ATPase pH: 1.4; CAL PDZ FP-1: -8.0; CAL PDZ FP-2: -1.8; MITF act: 2.9; Rtt109 HAT inh: 2.3; Tat export inh: 1.8; dFosB act: -13.6; Wnt bcat act: 4.0; cardiac RTF act: -1.1

How did O=C(CNC(=O)N1CC(=O)Nc2ccccc21)NCc1ccccc1Cl do in these assays?
V-ATPase pH: -0.9; CAL PDZ FP-1: -1.7; CAL PDZ FP-2: -1.5; MITF act: -3.3; Rtt109 HAT inh: -1.4; Tat export inh: -2.0; dFosB act: 1.5; Wnt bcat act: -2.4; cardiac RTF act: -6.8

What do the screens show for `COc1cc(/C=N/NC(=O)COc2c(C)cc([N+](=O)[O-])cc2C)ccc1OC(=O)c1ccccc1`?
CDK5 inh: -0.3; V-ATPase pH: -1.3; CAL PDZ FP-1: -0.5; CAL PDZ FP-2: -2.5; MITF act: 2.3; Rtt109 HAT inh: 3.7; Tat export inh: -3.4; dFosB act: -13.4; Wnt bcat act: -1.2; cardiac RTF act: -11.0

What do the screens show for `O=C(NCC1CCCO1)/C(=C\c1ccco1)NC(=O)c1ccc(Cl)cc1` (stereo not given)?
CDK5 inh: -0.4; V-ATPase pH: -1.8; CAL PDZ FP-1: -2.4; CAL PDZ FP-2: -2.1; MITF act: -2.8; Rtt109 HAT inh: -0.6; Tat export inh: -9.8; dFosB act: -3.7; Wnt bcat act: -1.2; cardiac RTF act: -0.2

What do the screens show for `CCOC(=O)N1CCN(C(=O)c2ccc(OC)c(S(=O)(=O)N3CCOCC3)c2)CC1`?
CDK5 inh: 2.3; V-ATPase pH: -2.0; CAL PDZ FP-1: -0.4; CAL PDZ FP-2: -1.2; MITF act: -6.8; Rtt109 HAT inh: -6.9; Tat export inh: -3.9; dFosB act: 0.7; Wnt bcat act: -0.7; cardiac RTF act: 0.6

How did O=C(CNC(=O)C1CCCCC1)OCC(=O)c1cccc(Cl)c1 do in these assays?
CDK5 inh: 0.3; V-ATPase pH: 1.1; CAL PDZ FP-1: -0.1; CAL PDZ FP-2: -0.9; MITF act: -7.0; Rtt109 HAT inh: -8.1; Tat export inh: -1.7; dFosB act: -2.0; Wnt bcat act: 0.5; cardiac RTF act: -5.0

How did Cc1ccccc1-n1c(=O)n(CCc2ccccc2)c(=O)c2[nH]cnc21 do in these assays?
CDK5 inh: -3.6; V-ATPase pH: -3.6; CAL PDZ FP-1: -11.0; CAL PDZ FP-2: -0.1; MITF act: 2.0; Rtt109 HAT inh: 0.5; Tat export inh: -1.8; dFosB act: 3.5; Wnt bcat act: 0.7; cardiac RTF act: 17.0
